Screening results from PubChem.
PhoP GFP inhibition: Inhibition of PhoP regulon, Salmonella typhi GFP reporter cells, confirmation, 4 h (AID 1850); Salmonella Typhi PhoP-promoter GFP reporter, fluorescence, 4 h; higher % means a stronger effect; one-dose inhibition, % at 50 µM; IC50 in µM for titrated hits; actives 0.33% (n = 310,000); in the data active means a potency from the dose series; inconclusive means inhibition mostly from about 25% at the one dose, without a potency; inactive means the rest, 99 in 100 with inhibition below about 19%;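 further: 0% = induced wells with vehicle and 100% = uninduced wells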
influenza NS1A: H1N1 influenza NS1A inhibitors, functional cell based assay (AID 504329); NS1A functional cell-based assay, percent inhibition; higher % means a stronger effect; one-dose inhibition, % at 12.5 µM; IC50 in µM for titrated hits; actives 0.3% (n = 340,000); in the data active means a potency from the dose series; inconclusive means inhibition above about 27% without an active follow-up result; further: strong numbers were not always called active
M. tuberculosis HTS: M. tuberculosis growth inhibition, HTS (AID 449762). M. tuberculosis H37Rv growth inhibition, 7H9 media; higher % means a stronger effect. inhibition, % at 25 µM; hits with a dose series show IC50 in µM. actives 0.59% (n = 330,000); in the data active means a potency from the dose series; inconclusive means inhibition above about 70% without an active follow-up result;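 further: bacterial growth assessed after seven days of incubation; strong numbers were not always called active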
VEEV TC-83 Vero: inhibitors of VEEV TC-83 cytopathic effect, confirmation, Vero cells (AID 588727); Vero cells, VEEV TC-83 cytopathic effect inhibition; higher % means a stronger effect; inhibition, % at 20 µM; hits with a dose series show IC50 in µM; actives 0.13% (n = 350,000); in the data active means a potency from the dose series; inconclusive means inhibition mostly from about 14% at the one dose, without a potency; inactive means the rest, 99 in 100 with inhibition below about 12%; further: strong numbers were not always called active
tuberculosis growth: growth inhibition of non-replicating M. tuberculosis (AID 488890); Mycobacterium tuberculosis non-replicating, growth inhibition; higher % means a stronger effect; inhibition, % at 25 µM, or IC50 in µM where a hit was titrated; actives 0.39% (n = 320,000); in the data active means a potency from the dose series; inconclusive means inhibition mostly from about 82% at the one dose, without a potency; inactive means the rest, 99 in 100 with inhibition below about 76%;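 further: plate controls were DMSO cells for no effect and high antibiotic wells for full effect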
VEEV TC-83 Vero 10K pilot screen: second read-out of VEEV TC-83 Vero, no call of its own (marks repeat the call); inhibition, %; measured here: 10K pilot screen inhibition
Starred values were filed as active, the others as inactive; i = inactive; ? = inconclusive; · = no result given.

SMILES	PhoP GFP inhibition	influenza NS1A	M. tuberculosis HTS	VEEV TC-83 Vero	tuberculosis growth	others
C=CCn1c(SCC(=O)OCc2ccccc2)nc2c1c(=O)n(C)c(=O)n2C	-10.6%	-10.3%	-5.8%	1.8%	5.5%
C/C(=C1/SC(=S)N(CCC(=O)O)C1=O)c1ccc(O)cc1	-25.5%	4.3%	1.1%	0.3%	39.8%
O=C(Nc1ccccc1)Nc1ncc([N+](=O)[O-])s1	·	-5.2%	·	?	·
Cn1c(Nc2ccccc2)nc2ccccc21	4.2%	-1.3%	-0.4%	0.7%	33.9%
CCCc1cc(Nc2ccccc2C)n2ncnc2n1	-2.4%	-4.9%	-11.0%	0.5%	20.5%
CC(C)c1nc(SCC(=O)N2CCN(c3ccccc3)CC2)c2c(=O)n(C)c(=O)n(C)c2n1	·	4.6%	·	8.0%	·
O=C1CCc2cc(NS(=O)(=O)c3ccccc3)cc3c2N1CC3	-8.8%	-1.6%	-2.4%	8.3%	-1.9%
Cc1ccc(NC(=O)c2ccc3c(c2)S(=O)(=O)c2ccccc2C3=O)cc1S(=O)(=O)N1CCOCC1	7.2%	17.8%	1.2%	2.5%	-1.1%
COc1cccc2cc(-c3nc4ccccc4[nH]3)c(=O)oc12	-5.2%	-6.0%	-4.0%	6.4%	<0.2µM*
Nc1ncnc2c1ncn2C1OC(C(=O)NC2CC2)C(O)C1O (stereo unspecified)	-17.6%	2.5%	-8.7%	i	-11.1%
Cc1nc2nc(Cc3ccccc3)[nH]n2c(=O)c1Cl	-2.6%	-1.8%	-1.3%	0.9%	-7.3%
Nc1ccc(C(CC(=O)O)n2cccc2)cc1 (stereo unspecified)	9.3%	7.6%	-7.4%	1.4%	-7.5%

Taken from the listing (2 entries):
SMILES	PhoP GFP inhibition	influenza NS1A	M. tuberculosis HTS	VEEV TC-83 Vero	tuberculosis growth	others
C=CCn1c(SCC(=O)OCc2ccccc2)nc2c1c(=O)n(C)c(=O)n2C	-10.6%	-10.3%	-5.8%	1.8%	5.5%
C/C(=C1/SC(=S)N(CCC(=O)O)C1=O)c1ccc(O)cc1	-25.5%	4.3%	1.1%	0.3%	39.8%

(next part)
SMILES	PhoP GFP inhibition	influenza NS1A	M. tuberculosis HTS	VEEV TC-83 Vero	tuberculosis growth	others
O=C(COc1ccc2ccccc2c1)N/N=C/c1ccccn1	1.7%	-5.8%	?	0.6%	6.72µM*
COc1cc(NC(=O)CSc2nc3[nH]ncc3c(=O)n2-c2ccccc2C)cc(OC)c1OC	-3.5%	9.2%	-3.4%	1.4%	0.1%
Cc1cc(C)c(C)c(S(=O)(=O)NCCCN2CCCC2=O)c1C	-9.6%	-12.9%	-33.6%	3.4%	3.6%
Clc1ccc(Nc2nc(-c3ccncc3)cs2)cc1	9.9%	3.4%	?	10.4%	63.4%
CCC(=O)N(Cc1cc(=O)[nH]c2ccccc12)c1cccc(C)c1	7.0%	8.5%	-4.9%	i	29.1%	VEEV TC-83 Vero 10K pilot screen=1.1
N#CC1=C(N)Oc2n[nH]c(-c3ccccc3)c2C1c1ccsc1 (stereo unspecified)	-3.3%	20.1%	1.9%	?	8.9%
COc1ccc(/C=C/C(=O)OCn2c(SC)nnc(C)c2=O)cc1OC	2.0%	9.6%	-5.0%	0.9%	-3.7%
CCN(CC)Cc1nc2sc(C)c(C)c2c(=O)[nH]1	12.5%	-4.6%	-3.1%	0.9%	29.9%
CCn1cc(C(=O)OCC(=O)c2cc(C)n(-c3cccc(C(F)(F)F)c3)c2C)c(=O)c2ccc(C)nc21	-1.3%	37.9%	10.1%	1.4%	61.7%
CCOC(=O)C1CCCN(C(=O)c2ccc(OC)c([N+](=O)[O-])c2)C1 (stereo unspecified)	10.4%	9.4%	-1.8%	i	-22.2%
O=C(Cn1cc(C(F)(F)F)ccc1=O)N/N=C/c1ccccc1O	0.8%	-19.6%	-7.2%	7.5%	1.2%
C#CCNC(=O)C1=C[C@@H](c2coc3ccccc3c2=O)C[C@@H](OCCCCO)O1	2.3%	2.0%	-2.8%	0.7%	8.3%

Of the compounds above, these contain a CF3 group.
SMILES	PhoP GFP inhibition	influenza NS1A	M. tuberculosis HTS	VEEV TC-83 Vero	tuberculosis growth	others
CCn1cc(C(=O)OCC(=O)c2cc(C)n(-c3cccc(C(F)(F)F)c3)c2C)c(=O)c2ccc(C)nc21	-1.3%	37.9%	10.1%	1.4%	61.7%
O=C(Cn1cc(C(F)(F)F)ccc1=O)N/N=C/c1ccccc1O	0.8%	-19.6%	-7.2%	7.5%	1.2%

Further entries
SMILES	PhoP GFP inhibition	influenza NS1A	M. tuberculosis HTS	VEEV TC-83 Vero	tuberculosis growth	others
COc1cccc(CNC(=O)CCS(=O)(=O)c2ccc3c(c2)NC(=O)C(C)S3)c1 (stereo unspecified)	-5.1%	-14.0%	0.6%	0.3%	24.8%
COC(=O)c1[nH]c2cccc(OC)c2c1NC(=O)CN1CCN(c2cccc(OC)c2)C(C)C1 (stereo unspecified)	3.3%	7.0%	52.6%	8.5%	35.9%
O=C(Cc1csc(N2CCOCC2)n1)N/N=C/c1cccc(O)c1	-4.6%	-5.7%	5.0%	2.0%	10.1%
COc1cc(/C=C2\C(=N)N3N=C(S(C)(=O)=O)SC3=NC2=O)ccc1OC(=O)c1cccs1	-0.7%	-3.2%	-2.4%	0.7%	?
COCCNC(=O)c1c(N)n(CCC(C)C)c2nc3ccccc3nc12	-7.0%	-95.8%	?	i	28.1%
CC1CCC2(CC1)NC(=O)N(CC(=O)Nc1ccc3[nH]c(=O)[nH]c3c1)C2=O (stereo unspecified)	-4.7%	-8.3%	-9.1%	2.4%	-21.4%
O=C(NCCc1ccccc1)c1ccc(CS(=O)(=O)c2ccc(Br)cc2)o1	-5.8%	2.9%	7.7%	0.4%	5.8%
CC(=O)/C(=C/N(C)C)Sc1ccc(C)cc1	-6.9%	1.1%	3.3%	i	-1.6%
CC(=O)Nc1ccc(S(=O)(=O)Nc2nc3ccccc3nc2N2CCCCCC2)cc1	4.4%	1.7%	-10.8%	3.0%	-1.0%
Cc1cc(=O)oc2cc(OCC(=O)N3C[C@H]4C[C@@H](C3)c3cccc(=O)n3C4)c(Cl)cc12	-9.3%	0.9%	-9.4%	1.5%	-4.8%
COc1cccc(N2CCN(CC(=O)Nc3ccccc3C(=O)NCCc3ccccc3)CC2)c1	·	0.9%	?	7.7%	?
O=C(N/N=C/C=C/c1ccccc1)c1cc(C2CC2)[nH]n1	18.0%	1.1%	-1.4%	9.8%	-4.7%
CCOc1ccc(/C=N/n2cnnc2)cc1	6.4%	5.0%	3.5%	2.6%	3.3%
CCOC(=O)COc1ccc(/C=C2\NC(=S)N(CC)C2=O)cc1	-0.1%	14.4%	1.17µM*	0.2%	7.01µM*
CN(C(=O)CSc1nnc(-c2ccco2)n1C)C1CCCCC1	·	-1.9%	·	7.3%	·
Cc1cccc(C)c1NC(=O)C1CC(=O)N(C(C)C)C1 (stereo unspecified)	-1.2%	-6.4%	2.0%	0.8%	-19.8%
CCCNC(=O)Cc1cc(=O)[nH]c(=O)[nH]1	-2.5%	5.9%	2.0%	0.6%	·
CSCC[C@H](Nc1ncnc2sc(C)c(C)c12)C(=O)O	-9.6%	1.4%	2.8%	0.2%	0.9%
CC1(C(=O)O)CCC(C(=O)Nc2ccc3ccccc3c2)C1(C)C (stereo unspecified)	4.3%	-7.1%	-3.4%	1.8%	-0.9%
CC1(C)Cc2ccccc2C(CSc2ccccc2C(=O)O)=N1	0.3%	10.7%	8.6%	2.6%	55.9%
CC(=O)c1ccc(NC(=O)COC(=O)/C=C/c2cccs2)cc1	·	2.9%	50.9%	i	50.2%
CN1C(=O)N(CC(=O)N2CCN(S(=O)(=O)c3ccc(Cl)s3)CC2)C(=O)C12CCCCC2	·	-3.1%	-14.0%	0.7%	16.6%
O=C(CSc1ccc(-c2cccc([N+](=O)[O-])c2)nn1)N1CCCC1	-19.6%	-1.5%	8.3%	0.1%	-3.8%
COc1cc2c(cc1N)-c1ccc(N)cc1C2	·	19.6%	·	11.4%	·
CCOC(=O)N1CCC(NC(=O)CCc2c(C)nc3c(c(C)nn3-c3ccccc3)c2C)CC1	·	-8.7%	·	0.1%	·
CC(C(=O)NCC1CCCCC1)N1CCN(S(=O)(=O)/C=C/c2ccccc2)CC1 (stereo unspecified)	-7.6%	-3.9%	-4.0%	2.6%	23.9%
O=C(NC(=S)Nc1ccccc1N1CCCC1)c1cccc(F)c1	-2.7%	-0.2%	-4.1%	1.0%	?
CC(=O)c1ccc(S(=O)(=O)Nc2ccc(C(=O)NCCCn3ccnc3)cc2)cc1	·	2.6%	0.4%	1.9%	-8.2%
CC(=O)NC(CC(=O)Oc1ccc(C)cc1Br)c1ccccc1 (stereo unspecified)	1.4%	-10.7%	3.2%	4.4%	6.8%
C=CCCN(C(CC(C)C)C(=O)OC)S(=O)(=O)c1ccccc1Br (stereo unspecified)	3.0%	3.4%	2.1%	i	14.7%
Cc1ccc2c(c1)N(CCC(=O)NCCCOC(C)C)C(=O)C(C)O2 (stereo unspecified)	-1.5%	17.6%	6.7%	0.5%	0.2%
COCCCNC(=O)Cn1nnc(-c2ccc(NC(=O)c3cccnc3)cc2)n1	3.2%	·	2.2%	·	1.6%
Cc1cc(C)nc(-n2nc(C)cc2NC(=O)c2cccc(S(=O)(=O)N3CCOCC3)c2)n1	·	-9.0%	·	0.1%	·
CS(=O)(=O)N1CCC(C(=O)Nc2cc(C(F)(F)F)ccc2Cl)CC1	-4.6%	-0.3%	-2.8%	0.1%	3.6%
COc1ccc(-c2ccc(-c3nnc(Cc4ccc(OC)c(OC)c4)o3)cc2)cc1	-4.3%	-16.5%	-27.2%	0.6%	15.8%
Cc1ccc(C)c2c1cc(C)c1nnc(SCC(=O)c3cccs3)n12	-5.3%	-2.7%	7.5%	10.0%	25.7%
Cc1ccc(S(=O)(=O)N(C)c2ccccc2C(=O)NC2CCCC2)cc1	-10.6%	-5.1%	1.4%	0.4%	-21.5%
S=c1[nH]c2ccccc2[nH]1	1.4%	12.4%	0.2%	3.0%	0.4%
COc1ccc(OCC(=O)Nc2cc(-c3nn4c(C)nnc4s3)ccc2C)cc1	-10.0%	8.6%	-3.7%	i	-3.7%
Cc1ccccc1C(=O)N1CCC(C(=O)Nc2ccc(S(=O)(=O)N3CCOCC3)cc2)CC1	·	-2.0%	-5.4%	0.3%	6.9%
CN1c2ccccc2-c2nc3ccccc3n2C1c1ccncc1 (stereo unspecified)	9.6%	7.2%	-0.2%	0.9%	0.0%

Four compounds picked at random from those above:
SMILES	PhoP GFP inhibition	influenza NS1A	M. tuberculosis HTS	VEEV TC-83 Vero	tuberculosis growth	others
Cc1ccccc1C(=O)N1CCC(C(=O)Nc2ccc(S(=O)(=O)N3CCOCC3)cc2)CC1	·	-2.0%	-5.4%	0.3%	6.9%
S=c1[nH]c2ccccc2[nH]1	1.4%	12.4%	0.2%	3.0%	0.4%
CN1c2ccccc2-c2nc3ccccc3n2C1c1ccncc1 (stereo unspecified)	9.6%	7.2%	-0.2%	0.9%	0.0%
Cc1ccc(S(=O)(=O)N(C)c2ccccc2C(=O)NC2CCCC2)cc1	-10.6%	-5.1%	1.4%	0.4%	-21.5%
